Nrf2 ARE act – activators of Nrf2 (ARE) signaling; 410,000 tested, 0.31% active; AID 624171; Potency, µM (titrated, usually from 46.1 µM), for inactives: top-dose activation, actives largely listed as activators; AREc32 ARE-luciferase reporter (MCF7-derived line), luminescence, 24 h; further: potency means the concentration at half of the fitted maximal effect; % of control where 0% means no effect; nearly all actives have a fitted effect of over 65% in size
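Cells of the AREc32 ARE-luciferase line are plated in OPTI-MEM containing 5% FBS and left overnight at 37 deg C. Compounds are pinned in, incubation continues 24 hr, and firefly luciferase signal is then measured.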
Nrf2 block – inhibitors of Nrf2 signaling. A549 ARE-Fluc reporter, luciferase luminescence, 18-24 h. Potency, µM (titrated, usually from 46 µM), without a hit: top-dose activity change, negative = inhibition, actives largely listed as inhibitors. 360,000 tested, 2.1% active; further: potency means the concentration at half of the fitted maximal effect; on the % scale 0 is the no-effect control and ±100 the full control effect; nearly all actives have a fitted effect of over 60% in size
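A549 ARE_Fluc cells, 5000/well, 5% FBS OPTI-MEM; compounds in dose-response, 18-24 h at 37 °C/5% CO2; CellTiter-Fluor viability read (Ex 405/Em 525), then BugLite luciferase luminescence = Nrf2 activity.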
S2 tox – reduces viability in counter-screen for ATXN expression inhibitors; Potency, µM (doses to about 56.7 µM), actives largely listed as cytotoxic; S2 cells (HEK-293 line with an ATXN2-luciferase reporter) viability, CellTiter-Fluor protease fluorescence, 24 h; 400,000 tested, 0.49% active; further: potency means the concentration at half of the fitted maximal effect; nearly all actives have a fitted effect of over 40% in size
IL-2 act – activates IL-2 in a cell-based reporter assay | IL-2 activation reporter assay, cell-based qHTS; stimulated with anti-CD3/CD4/CD28 beads; in transgenic mouse T cells | activation, % (series mostly up to about 46 µM) | 360,000 tested, 0.065% active; in the data active means activation above about 50%; inconclusive means mostly about 30% to 49%; further: 0% is about no effect
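Using fluorescent plate cytometry, EGFP and DsRed are detected in transgenic mouse T cells stimulated 18 h at 37 degrees C with antibody-coated beads after 60 min compound pretreatment.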
ATXN2 expr inh – inhibitors of ATXN2 expression | AID 1745845 | HEK-293 ATXN2-luciferase reporter, luminescence, 24 h | Potency, µM (doses to about 57 µM), inactives show at the highest dose activity change, negative = inhibition, most hits filed as inhibitors | 360,000 tested, 0.72% active; further: potency means the concentration at half of the fitted maximal effect; on the % scale 0 is the no-effect control and ±100 the full control effect; nearly all actives have a fitted effect of over 55% in size
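qHTS (up to 57 uM final) was run with 24 h compound exposure of reporter cells at 37 °C. Each well was multiplexed: SteadyGlo luminescence measured ATXN2-luciferase expression after a fluorogenic Gly-Phe-AFC viability readout (25 uM final).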
HepG2 viability – HepG2 cytotoxicity, counter-screen for TGF-b inhibitors; AID 588856; 410,000 tested, 0.76% active; Potency, µM (highest dose often 46.1 µM), inactives show top-dose activity change, negative = cytotoxicity, usual class: cytotoxic; HepG2 CAGA-GFP viability, ATP luminescence, 18 h; further: potency means the concentration at half of the fitted maximal effect; some results filed as inactive show a strong effect at the top dose
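CellTiter-Glo luminescence gave cytotoxicity after 18 hours at 37 degrees C. The cells were HepG2 CAGA-GFP in 1% FBS DMEM, stimulated with 500 pg/mL TGF-beta after compound addition. %Activity was normalised to no-cell wells (complete cell-killing) and DMSO (no toxicity), and curves were fitted and classified.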
TGFb SMAD3 inh – blocks TGF-b signaling; HepG2 CAGA-GFP TGF-b/SMAD3 reporter, GFP fluorescence, 18 h; TGF-beta stimulated, 500 pg/mL final; Potency, µM (doses to about 46.1 µM), inactives show at the highest dose activity, negative = inhibition, most hits filed as inhibitors; 410,000 tested, 1.2% active; further: potency means the concentration at half of the fitted maximal effect; on the % scale 0 is the no-effect control and ±100 the full control effect; nearly all actives have a fitted effect of over 65% in size
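Cell-based qHTS in HEPG2 carrying a CAGA-GFP Smad reporter; compounds added before 500 pg/mL final TGF-beta, 18 h incubation at 37 degrees C, GFP fluorescence quantified per cell by imaging cytometry.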
EPAC2 ag – activates human EPAC2 exchange factor; EPAC2 activation, biochemical qHTS; response scale: 100% = 6.5 mM cAMP response; Potency, µM (highest dose often 154 µM), for inactives: at the highest dose activation, hits mostly activators; 360,000 tested, 0.079% active; AID 720711; further: potency means the concentration at half of the fitted maximal effect; nearly all actives have a fitted effect of over 50% in size
Target sequence (Q8WZA2 whole entry, looked up): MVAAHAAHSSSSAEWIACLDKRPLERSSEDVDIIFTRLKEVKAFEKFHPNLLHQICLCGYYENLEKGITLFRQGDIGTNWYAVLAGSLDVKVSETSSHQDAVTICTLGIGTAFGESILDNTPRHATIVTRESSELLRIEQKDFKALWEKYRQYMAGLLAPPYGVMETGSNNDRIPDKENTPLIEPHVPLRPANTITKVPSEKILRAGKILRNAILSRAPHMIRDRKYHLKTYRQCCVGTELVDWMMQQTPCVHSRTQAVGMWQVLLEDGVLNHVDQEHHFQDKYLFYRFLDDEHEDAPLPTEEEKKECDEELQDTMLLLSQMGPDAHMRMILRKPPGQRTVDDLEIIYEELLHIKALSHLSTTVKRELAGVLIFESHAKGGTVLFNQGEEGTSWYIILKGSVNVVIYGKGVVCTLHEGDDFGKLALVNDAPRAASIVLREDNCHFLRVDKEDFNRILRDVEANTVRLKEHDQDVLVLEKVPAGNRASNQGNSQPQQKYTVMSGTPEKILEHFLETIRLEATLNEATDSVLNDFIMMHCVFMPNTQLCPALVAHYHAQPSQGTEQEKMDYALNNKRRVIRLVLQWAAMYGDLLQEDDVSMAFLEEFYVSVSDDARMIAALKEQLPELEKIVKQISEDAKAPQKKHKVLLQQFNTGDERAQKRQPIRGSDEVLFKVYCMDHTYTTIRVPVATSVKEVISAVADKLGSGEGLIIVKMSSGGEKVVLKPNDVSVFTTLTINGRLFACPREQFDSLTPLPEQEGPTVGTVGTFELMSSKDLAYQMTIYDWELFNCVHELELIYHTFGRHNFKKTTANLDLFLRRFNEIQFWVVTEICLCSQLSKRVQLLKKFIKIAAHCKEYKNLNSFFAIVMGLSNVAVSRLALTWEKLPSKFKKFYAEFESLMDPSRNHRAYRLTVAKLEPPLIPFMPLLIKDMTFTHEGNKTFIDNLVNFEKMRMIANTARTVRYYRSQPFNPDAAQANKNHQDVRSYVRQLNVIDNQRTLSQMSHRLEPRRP
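Guanine nucleotide exchange by EPAC2 is measured as reduced fluorescence of BODIPY-GDP once it is released from 250 nM Rap1B. Plates are read kinetically for 30 min at room temperature; results are scaled to 6.5 mM cAMP.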
A549 viability – A549 cytotoxicity, counter-screen for Nrf2 inhibitors; Potency, µM (highest dose often 46 µM), for inactives: at the highest dose activity change, negative = cytotoxicity, usual class: inhibitors; 390,000 tested, 0.16% active; A549 ARE-Fluc cells, CellTiter-Fluor viability, 18-24 h; further: potency means the concentration at half of the fitted maximal effect; on the % scale 0 is the no-effect control and ±100 the full control effect
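A549 ARE_Fluc cells in 5% FBS OPTI-MEM were exposed to compounds in concentration-response for 18-24 h at 37 deg C. Viability was read by CellTiter-Fluor fluorescence (Ex 405/Em 525) after 30 min, before the luciferase read.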
An asterisk follows results filed as active; i = inactive; ? = inconclusive; . = not tested or not shown; & = joins results of further samples; ! = not active in a repeat; [ ] = another dose, or the depositor's remark. Unless noted, the call rests on the fitted dose curve; in most records, active means well fitted curve in the direction sought with a large enough effect; inconclusive means small, poorly fitted or top-dose-only effect, or another doubt; inactive means no such curve, though single readings can be large; an effect the other way counts as inactive or inconclusive. The order is random. About 4.3% of those tested had a hit in this group.

SMILES | Nrf2 ARE act | Nrf2 block | S2 tox | IL-2 act | ATXN2 expr inh | HepG2 viability | TGFb SMAD3 inh | EPAC2 ag | A549 viability
COc1ccccc1/C=C/C(=O)OCC(=O)N1CCCCC1 | 4.0% | 10% | i | 4.1 | 13% | 3% | 14% | 0% | 0%
CC(=O)NC1C(=O)N=C(SCc2ccccc2)NC1=O (stereo not drawn) | -0.9% | 1% | i | 0.2 | 7% | 0% | -5% | 0% | -1%
Cc1cccc(NC(=O)c2ccc(F)c(S(=O)(=O)NCc3ccco3)c2)c1 | 8.1% | -12% | i | -4.7 | -21% | -9% | -23% | 8% | -6%
Cc1ccc(C(=O)NC2(C(F)(F)F)N=C3SCCN3C2=O)cc1 (stereo not drawn) | -0.2% | -17% | i | -3.8 | -3% | -7% | 17% | 8% | -11%
CCC1CSC(=Nc2ccc(C)cc2)N1C(=O)CN1C(=O)NC2(CCCC2)C1=O (stereo not drawn) | -1.6% | ? | ? | -1.6 | -21% | -9% | -20% | 0% | -11%
CC(=O)/C(=N/Nc1ccccc1)N1CCOCC1 | 0.4% | -22% | i | -0.7 | -20% | -10% | 25% | -2% | ?
COc1ccccc1-c1nc(C(F)(F)F)c(OC)o1 | -0.4% | -7% | i | -0.3 | -3% | 9% | 3% | -1% | 8%
C=CCOc1ccc2c(OC)c3ccoc3nc2c1OC | 2.8% | 29% | i | 0.5 | 19% | -16% | ? | -1% | -3%
O=C(Nc1nccs1)c1ccc(NC(=O)c2ccco2)cc1 | 2.1% | 12% | i | 6.5 | 43%[activator] | -4% | 1% | 11% | -13%
COCCCNC(=O)/C=C/[C@H]1O[C@@H](n2cnc3c(NC(=O)c4ccccc4)ncnc32)[C@H](O)[C@@H]1O | -0.1% | . | i | 3.1 | 13% | 21% | 13% | -4% | .
C/C(CC(=O)Nc1ccc([N+](=O)[O-])cc1)=N/NC(=O)C1C2CCCCC21 (stereo not drawn) | 3.4% | -7% | i | -3.2 | -15% | 13% | -13% | 0% | 5%
O=C(CC1SC(N2CCOCC2)=NC1=O)Nc1ccc(Cl)c(C(F)(F)F)c1 (stereo not drawn) | 4.0% | -21% | i | 0.4 | . | -20% | -18% | 3% | 4%
CC(=O)c1cccc(NC(=O)c2ccc(N(C)S(=O)(=O)c3ccc(C)cc3)cc2)c1 | 1.2% | -19% | i | -2.1 | ? | -8% | -9% | 5% | 5%
O=C(Cc1ccc(Br)cc1)OCC(=O)N1CCc2ccccc2C1 | -0.5% | -3% | i | -3.8 | -9% | 3% | -17% | 13% | -1%
CN1CCN(S(=O)(=O)c2cccc(C(=O)Nc3ccc(Br)cc3Br)c2)CC1 | -0.5% | -28% | ? | -4.8 | -9% | -27% | -23% | 4% | -10%
CC(C)(C)c1ccc(Cn2nc(CC(=O)O)c3ccccc3c2=O)cc1 | 0.6% | -25% | i | -0.5 | -19% | -11% | 4% | 8% | 7%
COc1ccc(CNC(=O)COc2cc3c(c4oc(=O)cc(C)c24)CCC(C)(C)O3)cc1OC | 7.6% | ? | i | 0.4 | -18% | -27% | -19% | -1% | -7%
CC(C)Cn1c(Cc2ccccc2)n[nH]c1=S | -0.1% | 9% | i | 2.6 | 4% | -11% | -4% | -3% | 1%
COc1ccc(OCC(=O)Nc2cc(S(=O)(=O)N3CCCCC3)ccc2OC)cc1 | -0.2% | -14% | i | 0.8 | -14% | 0% | -12% | 14% | 3%
CCOC(=O)C1CCCN(C(=O)Cc2ccc(C)cc2)C1 (stereo not drawn) | 0.2% | 17% | i | -0.3 | -16% | 4% | 10µM* | 1% | 7%
O=C(CC(c1ccccc1)c1ccccc1)NCCOCc1ccccc1 | 0.5% | -3% | i | -2.1 | 7% | 3% | 4% | 2% | 1%
COc1cc(/C=C/C(=O)O)ccc1OS(=O)(=O)c1cc(C)ccc1C | 0.6% | -8% | . | -4.7 | -8% | 3% | -2% | -2% | 1%
O=C(/C=C/c1cccc(Br)c1)NC1CCN(Cc2ccccc2)CC1 | -0.3% | -15% | i | -0.1 | -37% | -50% | 17% | 14% | 1%
COc1cc2c(cc1OC)CN(C(=S)Nc1ccc(C)cc1C)CC2 | 2.2%[9.22 µM] | -17% | i | -0.5 | -6% | 49% | 33% | -14% | -3%
COc1ccc(CCNC(=O)c2ccc(OCc3c(C)noc3C)c(OC)c2)cc1 | 0.2% | -7% | i | 0.6 | -13% | 5% | 0% | 7% | 1%
O=C(COC(=O)CCC(=O)c1cccs1)Nc1ccccc1C(F)(F)F | 0.2% | -5% | i | -0.8 | . | -39% | 18% | 6% | 2%
CC(C)=CCC[C@H](C)C[C@@H]1CC2=C(C(=O)OC(C)(C)O2)[C@H](c2ccc(Cl)cc2)O1 | -0.7% | . | ? | -0.1 | -11% | -26% | ? | 1% | .
O=C(Oc1ccc(Br)cc1)C1CCN(C2=NS(=O)(=O)c3ccccc32)CC1 | 0.0% | 10% | i | -1.7 | -3% | -4% | 10% | 2% | -10%
O=C(CCCn1cncn1)N1CCCC(Nc2ccc(F)cc2)C1 (stereo not drawn) | -0.4% | 3% | i | -0.3 | 6% | 8% | 11% | 3% | 2%
CCC(C)[C@H]1COCCS(=O)(=O)N1Cc1ccc(Cl)cc1Cl (stereo partly drawn) | -0.2% | -8% | i | 0.8 | -9% | -32%&-22% | 10µM*! | 9% | 0%

Of the compounds above, 2 have a COOH group:
SMILES | Nrf2 ARE act | Nrf2 block | S2 tox | IL-2 act | ATXN2 expr inh | HepG2 viability | TGFb SMAD3 inh | EPAC2 ag | A549 viability
CC(C)(C)c1ccc(Cn2nc(CC(=O)O)c3ccccc3c2=O)cc1 | 0.6% | -25% | i | -0.5 | -19% | -11% | 4% | 8% | 7%
COc1cc(/C=C/C(=O)O)ccc1OS(=O)(=O)c1cc(C)ccc1C | 0.6% | -8% | . | -4.7 | -8% | 3% | -2% | -2% | 1%

Remaining list, next part.
SMILES | Nrf2 ARE act | Nrf2 block | S2 tox | IL-2 act | ATXN2 expr inh | HepG2 viability | TGFb SMAD3 inh | EPAC2 ag | A549 viability
O=C(c1ccco1)N1CCN(S(=O)(=O)Cc2ccc(Cl)cc2)CC1 | 0.0% | -10% | i | -0.7 | -2% | -5% | 14% | 0% | 9%
CCOC(=O)c1[nH]c2ccccc2c1NC(=O)CCN1CC(C)OC(C)C1 (stereo not drawn) | -0.5% | -12% | i | -2.5 | 1% | -4% | 20% | 1% | 1%
COc1ccc(N2CCN(C(CNC(=O)COc3ccccc3)c3ccco3)CC2)cc1 (stereo not drawn) | 0.4% | -21% | ? | -4.7 | -8% | -3% | -17% | 7% | -18%
CC(=O)c1c(C)[nH]c(C(=O)OCc2ccc([N+](=O)[O-])cc2)c1C | -0.6% | ? | i | -0.6 | 5% | -10% | -10% | 3% | 8%
Cc1ccc(OCC(=O)NNC(=O)c2cc(C)[nH]n2)cc1 | -0.1% | -6% | i | 1.7 | 1% | 9% | 4% | -7% | -3%
O=C(N/C(=C/c1cccc(Br)c1)c1nc(=S)[nH][nH]1)c1ccccc1 | ? | 5% | ? | -5.4 | 8% | -29% | ? | 17% | -3%
CC(C)CC(=O)NC(=S)Nc1cccc(NC(=O)c2ccccc2)c1 | 3.6% | 15µM* | i | -3.5 | . | -11% | ? | 6% | -16%
N#CCCn1nnc2ccccc21 | 0.2% | 11% | i | -0.8 | 2% | 3% | 8% | -5% | 1%
Cc1nc2ccc(NC(=O)c3ccc4ccccc4n3)cc2s1 | 3.5% | ? | i | -0.8 | 14% | -5% | 1% | -12% | 1%
COc1cc2c(cc1NC(=O)CSc1nc3ccccc3[nH]1)oc1ccccc12 | 8.8% | 18µM* | i | 2.0 | -36% | -34% | ? | 2% | ?
CCOC1=C2[C@@H](CN(S(=O)(=O)c3ccc(C)cc3)[C@H]2c2ccccc2F)[C@H]2C(=O)N(C3CCCCC3)C(=O)[C@H]2C1 | 0.1% | . | i | -0.4 | 8% | 0% | ? | 1% | .
C#CCONC(=O)c1cc(OCC(F)(F)F)ccc1OCC(F)(F)F | -0.5% | 1% | i | -1.3 | -4% | -2% | -1% | -6% | -4%
Cc1ccc(OCC(=O)Nc2sc3c(c2C#N)CCC3)cc1C | 0.7% | -10% | i | -1.6 | 1% | -18% | 6% | 5% | -9%
CC(C)(C)c1ccc(C(=O)NC(=O)COC(=O)c2ccco2)cc1 | -0.2% | 10% | i | 0.6 | 10% | -25% | -24% | 0% | 1%
O=[N+]([O-])c1cc(Cl)ccc1Nc1nc(Nc2ccc(Cl)cc2[N+](=O)[O-])nc(N2CCOCC2)n1 | . | -10% | . | . | . | -9% | 4% | . | -14%
COc1cccc(CN2CCN(Cc3nc(-c4cccs4)oc3C)CC2CCO)c1 (stereo not drawn) | 3.3% | 1% | i | -2.8 | . | -3% | ? | 8% | 9%
CCOC(=O)[C@]12CCCC=C1N(Cc1cccc3ccccc13)C(=O)[C@H](CC(=O)NCCc1ccccc1OC)C2 | 4.7% | . | ? | -1.2 | -27% | . | . | 15% | .
Cc1nonc1NC(=O)c1ccccc1Br | 2.4% | 10% | i | -0.2 | -7% | -7% | 1% | 6% | 1%
CC1CCCCC1NC(=O)COC(=O)COc1ccccc1Cl (stereo not drawn) | -0.1% | 26% | i | -5.2 | -18% | -4% | -4% | 2% | 0%
Cc1ccc(N(C(=O)c2csnn2)C(C(=O)NC2CCCCC2)c2ccncc2)c(C)c1 (stereo not drawn) | -0.1% | 6% | i | 0.1 | -2% | 2% | -2% | -1% | 2%
COc1ccc(/C=C/C(=O)OCC(=O)NCc2ccco2)cc1OC | 5.6% | 9% | i | -1.9 | -4% | -5% | ? | 1% | -1%
